Rat MKP-3 inhibitors = inhibition of rat DUSP6 enzyme activity – biochemical, in vitro, primary screen (AID 425); inhibition, % at 20 µM, or IC50 in µM where a hit was titrated; hit rate 0.17% among 110,000; recombinant MKP-3 phosphatase activity, fluorescence; higher % means a stronger effect; in the data active means inhibition above about 50%;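 further: plate controls were vehicle for no effect and reference inhibitor for full effect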
Hsp70 displacement = small molecules displacing fluorescent ligand from Hsp70 – biochemical, fluorescence polarization, primary screen (AID 583); Hsp70 fluorescence polarization probe displacement, mP; higher % means a stronger effect; one-dose displacement, % at 20 µM; IC50 in µM for titrated hits; hit rate 0.06% among 140,000; in the data active means displacement above about 50%;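 further: plate controls were vehicle for no effect and reference ligand for full effect; a part of the inactive calls stands beside numbers as strong as those of hits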
* marks the source's active call; other numbers are inactive results; . = not tested or not shown; & = joins results of further samples.

Rat MKP-3 inhibitors | Hsp70 displacement | Molecule
-14% | -5.4% | CCc1nnc(NC(=O)CSc2nnc(COc3ccc(C#N)cc3)n2-c2ccccc2)s1
2% | 4.4% | COc1ccc(OC)c(/C=C/C(=O)Nc2ccc(C)c(Cl)c2)c1
-10% | -3.8% | CC(C)Oc1ccc(C2CC(=O)N(c3cccc(C(=O)O)c3)C2=O)cc1 (stereo not drawn)
2% | 1.4% | COc1cc(NC(=O)c2nn3c(c2Cl)NC(c2cccs2)CC3C(F)(F)F)cc([N+](=O)[O-])c1 (stereo not drawn)
0% | 6.7% | Cc1cc(C)cc(C=C2C(=O)c3ccccc3C2=O)c1
1% | -0.3% | CN(C)c1ccc(NC(=O)CC2NCCNC2=O)cc1 (stereo not drawn)
. | -1.6% | Cc1ccc(S(=O)(=O)N2CN(Cc3ccco3)c3nc4ccccc4nc32)cc1C
2% | -1.1% | COC(=O)c1ccc(/C=C2\SC(=O)N(NC(=O)c3ccc([N+](=O)[O-])cc3)C2=O)cc1
0% | -3.8% | C=CCn1c(SCC(=O)N2CCOCC2)nc2scc(-c3ccco3)c2c1=O
-4% | -1.5% | Cc1nc2c(n1O)CCC/C2=N\O
-15% | -1.3% | CC(=O)Nc1cccc(C(=O)OCc2ccccc2)c1
-10% | -1.5% | Cc1cnc(C)c(N2CCC(C(=O)NCc3ccco3)CC2)n1
-16% | -1.1% | COc1ccc(OC)c(NC(=O)CSc2nnc(C)n2Cc2ccccc2)c1
5% | -0.6% | CCOc1ccc(CNC(=O)C(CC)n2nc(C)n3c(cc4occc43)c2=O)cc1OC (stereo not drawn)
0% | -1.4% | O=C(COc1ccc(Br)cc1)Nc1ccc(-c2nc3ccccc3s2)cc1
4% | -1.7% | CC1(C)CC(=O)C2=C(C1)Nc1ccccc1NC2c1nc2ccccc2[nH]1 (stereo not drawn)
-1% | 0.2% | O=C(COC(=O)CNC(=O)c1ccc(Br)o1)Nc1ccc2c(c1)OCCO2
2% | . | Cc1ccc(N2C(=O)CSC2c2ccc(Br)cc2)cc1 (stereo not drawn)
-8% | 0.8% | O=C(CSc1nc2ccc(S(=O)(=O)N3CCOCC3)cc2[nH]1)N1CCOCC1
-4% | 0.1% | CCc1ccccc1N(CC(=O)Nc1ccc(OC)cc1OC)S(C)(=O)=O
0% | -4.3% | COCCN(CC(=O)NCc1ccc(OC)cc1)C(=O)CCC(=O)Nc1nccs1
-5% | 8.8% | CCOC(=O)c1c(NC(=O)c2nn(CC)cc2Br)sc2c1CCCCC2
-5% | 1.8% | CCc1c(C)nc2ncnn2c1N1CCC(C(=O)Nc2cccc(C(C)=O)c2)CC1
-10% | -2.3% | CCCC(=O)NCCCc1nc2ccccc2n1CC
-3% | 6.9% | Cc1ccc(N2C(=O)CSC2c2cccc([N+](=O)[O-])c2)c(C)c1 (stereo not drawn)
3% | -1.8% | Cc1ccc(-c2nnn(CC(=O)Nc3cccc4c3CCCC4)n2)o1
0% | -2.3% | CC(CCC(=O)Nc1nncs1)C(=O)O (stereo not drawn)
-8% | 1.7% | c1ccc2oc(SCc3cn4ccsc4n3)nc2c1
0% | -1.6% | CCn1c(=O)c(C(=O)Nc2ccccc2Br)c(O)c2ccccc21
-1%&3% | -4.0%&-1.3% | C=CCn1c(N)c(C(=O)NCC2CCCO2)sc1=S (stereo not drawn)
0% | 2.7% | COc1ccccc1CCn1cnc2c3cc(C)ccc3n(C)c2c1=O
2% | 2.3% | O=C(Nc1ccccc1)N1CCN(C(=O)Nc2ccccc2)CC1
4% | -3.5% | O=C1CC(c2ccccc2)CC2=C1C(c1cc(Br)ccc1F)Nc1ccccc1N2 (stereo not drawn)
-2% | 11% | Cc1ccc(S(=O)(=O)NC(CC(=O)NC2CCCC2)c2ccco2)cc1 (stereo not drawn)
. | -1.6% | COc1cccc(C(=O)Oc2cc(-c3ccccc3)no2)c1
-1% | . | Cc1[nH]c(=O)[nH]c(=O)c1S(=O)(=O)N1CCCC(C(=O)NCCc2ccc(Cl)cc2)C1 (stereo not drawn)
5% | 1.1% | COc1ccc(C(NC(=O)/C=C\c2cccc([N+](=O)[O-])c2)c2ccc(OC)c(OC)c2)cc1OC
-1% | 1.1% | CCOc1ccc(NC(=O)c2cc(Cl)ccc2Cl)cc1
2% | -0.5% | CCCCCNC(=O)c1ccc(C(=O)NCCCCC)cc1
. | -0.2% | O=C(COc1ncnc2scc(-c3ccc(F)cc3)c12)NCc1ccco1

In a second layout: entries from further up
> CCOC(=O)c1c(NC(=O)c2nn(CC)cc2Br)sc2c1CCCCC2
  Rat MKP-3 inhibitors = -5%
  Hsp70 displacement = 8.8%

> CCc1c(C)nc2ncnn2c1N1CCC(C(=O)Nc2cccc(C(C)=O)c2)CC1
  Rat MKP-3 inhibitors = -5%
  Hsp70 displacement = 1.8%

> CCCC(=O)NCCCc1nc2ccccc2n1CC
  Rat MKP-3 inhibitors = -10%
  Hsp70 displacement = -2.3%

> Cc1ccc(N2C(=O)CSC2c2cccc([N+](=O)[O-])c2)c(C)c1 (stereo not drawn)
  Rat MKP-3 inhibitors = -3%
  Hsp70 displacement = 6.9%

Remaining list, next part:
Rat MKP-3 inhibitors | Hsp70 displacement | Molecule
. | 3.0% | COC(=O)/C(=C/Nc1ccc(O)cc1)[N+](=O)[O-]
. | 4.5% | COc1cccc(NC(=O)N2CCCC(C(=O)NCc3ccc(F)cc3)C2)c1 (stereo not drawn)
-4% | -2.3% | Cc1nnc(SCCn2c(N3CCCC(C)C3)nc3c2c(=O)n(C)c(=O)n3C)s1 (stereo not drawn)
2% | 3.0% | O=C(COc1ccc(Cl)cc1Cl)NCCCOCC(=O)Oc1ccc(Cl)cc1Cl
4% | 0.2% | CC1(c2ccccc2)CC(C)(C)N(C(=O)CN2CCCCC2)c2ccccc21 (stereo not drawn)
-4% | 4.3% | CCOC(=O)CNC(=O)Cn1cnc2ccc(S(=O)(=O)N3CCC(C)CC3)cc2c1=O
6% | -0.1% | O=C1C(=O)N(c2ccccc2)C(c2ccc3c(c2)OCO3)/C1=C(\O)c1ccc(Br)cc1 (stereo not drawn)
0% | -0.5% | Cc1cccc(NC(=O)CCn2ccnc2C)c1
1% | -2.0% | CCOC(=O)Cc1csc(NC(=O)CN2C(=O)c3ccccc3S2(=O)=O)n1
. | 4.9% | CCCCNC(=O)Nc1c(C(=O)OC)[nH]c2ccc(C)cc12
-4% | -2.3% | COc1ccc(CN2C(=O)NC(=O)/C(=C\C=C\c3ccco3)C2=O)cc1
0% | 2.0% | Cc1c(C(=O)Oc2c(Br)cc(Br)cc2Br)cccc1[N+](=O)[O-]
4% | -1.5% | CC1=NN(C(=O)c2ccccc2Cl)C(O)(c2ccccc2)C1 (stereo not drawn)
. | 0.7% | CCNc1nc2ccccc2[nH]1
16% | -4.3% | O=CNC(=O)c1ccccc1C(=O)O
4% | 1.8% | O=C(COc1ccc(Cl)cc1Cl)Oc1ccccc1[N+](=O)[O-]
. | -0.5% | Cc1ccc(C)c(NC(=S)NCc2cccn2C)c1
0% | 4.1% | O=C1NN(c2ccc(Cl)c(Cl)c2)C(=O)/C1=C/c1cccc(Br)c1
-4% | -7.0% | COc1ccc(C(N)=O)cc1NC(=O)CC(O)(C(F)(F)F)C(F)(F)F
-9% | 7.6% | O=S(=O)(Nc1cccc2ccccc12)N1CCCC1

Full records, looked up by structure. Screens in order: Rat MKP-3 inhibitors, Hsp70 displacement
Listed for O=CNC(=O)c1ccccc1C(=O)O : 16%, -4.3%
Listed for Cc1nnc(SCCn2c(N3CCCC(C)C3)nc3c2c(=O)n(C)c(=O)n3C)s1 (stereo not drawn) : -4%, -2.3%
Listed for COC(=O)/C(=C/Nc1ccc(O)cc1)[N+](=O)[O-] : ., 3.0%

Further structures follow:
Rat MKP-3 inhibitors | Hsp70 displacement | Molecule
1% | -0.5% | O=C(/C=C/c1ccco1)Nc1ccccc1-c1ccccc1
1% | -2.8% | O=C(NCC1CCN(C(=O)c2ccc(Cl)c(Cl)c2)CC1)c1ccc(Cl)c(Cl)c1
4% | -5.2% | O=[N+]([O-])c1cc(-n2ncnc2-c2cccc(Cl)c2)ccc1F
-1% | 2.3% | O=S(=O)(Nc1ccc(Br)cn1)c1ccc2ccccc2c1
-2% | 0.6% | Cc1noc(N)c1C(=O)Nc1ccc(F)c(Cl)c1
2% | 3.7% | O=C(c1ccc(Cl)cc1)N1CCC(c2nc(-c3cccs3)no2)CC1
-3% | -1.8% | CCCc1c(OCCCCc2nn[nH]n2)ccc(C(C)=O)c1O
1% | -0.8% | O=C(NNc1nc2ccccc2s1)c1cccnc1
-9% | 1.0% | COc1ccc(CCN(Cc2nc3ccccc3c(=O)[nH]2)C(=O)c2ccco2)cc1OC
3% | -3.1% | COc1ccc(OCC(O)CN2C(=O)c3ccccc3C2=O)cc1 (stereo not drawn)
. | -0.4% | CCCCC(C)n1[nH]c(=O)cc1N (stereo not drawn)
1% | 0.6% | CCOC(=O)c1c(C)c(C(=O)NCc2cccs2)c(C)n1CC
0% | 0.0% | Cc1ccccc1OC1=NS(=O)(=O)c2ccccc21
1% | 1.1% | COc1ccc(N(CC(=O)NCc2ccccc2)S(=O)(=O)c2ccc(C)cc2)c(OC)c1
. | 3.3% | CCOc1cc(C2NC(=O)NC(C)=C2C(=O)NCc2ccccc2)c(Cl)cc1O (stereo not drawn)
0% | -1.7% | COC(=O)c1cc(OC)c(OCc2cc(C(=O)OC)oc2C)c(OC)c1
1% | 0.8% | c1ccc(CSc2nnc3c(n2)OC(c2ccco2)Nc2ccccc2-3)cc1 (stereo not drawn)
0% | 0.7% | N#CSCCCOc1ccccc1F
-3% | . | O=C(OCc1nc2ccccc2s1)c1ccc(Br)s1
-4% | 6.7% | Clc1ccc(C2=CSC3=NCCN23)cc1Cl
5% | -0.7% | COC(=O)c1ccc(C2/C(=C(\O)c3ccc4c(c3)OCCO4)C(=O)C(=O)N2CCCN(C)C)cc1 (stereo not drawn)
5% | 3.2% | Cc1cc(C)n(-c2c(F)c(F)c(CN3CCOCC3)c(F)c2F)n1
3%&-2% | -0.5%&-1.4% | COC(=O)c1ccccc1NC(=O)c1cncc(Br)c1
-3% | 3.7% | COc1cccc(S(=O)(=O)Nc2cccnc2)c1
-8% | 13% | O=C(O)CCC(=O)N1CCc2cc(S(=O)(=O)NC3CCCc4ccccc43)ccc21 (stereo not drawn)
-3% | 4.3% | COc1ccccc1CC(=O)Nc1ccc(Br)cc1C(=O)O
-11% | -1.6% | Cc1ccc(-c2noc(CSc3nnc(-c4ccccc4)n3C)n2)cc1
-2% | 0.7% | O=S(=O)(c1ccc(-c2ccccc2)cc1)N1CCSC1c1ccccc1 (stereo not drawn)
12% | 4.6% | CC(=O)c1cccc(NC2c3ncccc3C(=O)N2Cc2ccco2)c1 (stereo not drawn)
3% | -1.8% | CCOC(=O)CCc1c(C)nc2cc(-c3ccccc3)[nH]n2c1=O
0% | . | CN(CCC#N)S(=O)(=O)c1ccc2c(c1)c(=O)n(C)c(=O)n2C
-1% | -1.0% | O=C(NCc1ccco1)C(c1cccnc1)N(C(=O)Cn1nnc2ccccc21)c1ccc(F)cc1 (stereo not drawn)
1% | 2.5% | N#Cc1ccc(CSc2ncnc3c2cnn3Cc2ccccc2)cc1
-3% | -2.0% | C1CCC2(CC1)C1=C(CCCC1)Nc1nnnn12
. | -2.5% | CC(=NCCCN(C)C)C1=C(O)c2ccccc2C1=O
-4% | -2.8% | COc1ccc(-n2nc3cc(C)c(NC(=O)c4ccc([N+](=O)[O-])cc4)cc3n2)cc1
2% | -0.2% | COc1ccc(-c2nnc3sc(-c4ccccc4OC)nn23)cc1
. | 6.4% | Cc1nc(NC(N)=S)sc1C(=O)Nc1ccccc1
-14% | 3.9% | CCOC(=O)c1ccc(NC(=O)NCc2ccn(CC)n2)cc1
-2% | -3.9% | COc1ccc(CN2C(=O)C(O)(CC(=O)c3c(C)n[nH]c3C)c3ccccc32)cc1OC (stereo not drawn)

Not a retest: 3 of the compounds above.
Rat MKP-3 inhibitors | Hsp70 displacement | Molecule
. | 6.4% | Cc1nc(NC(N)=S)sc1C(=O)Nc1ccccc1
-14% | 3.9% | CCOC(=O)c1ccc(NC(=O)NCc2ccn(CC)n2)cc1
-2% | -3.9% | COc1ccc(CN2C(=O)C(O)(CC(=O)c3c(C)n[nH]c3C)c3ccccc32)cc1OC (stereo not drawn)

Additional compounds.
Rat MKP-3 inhibitors | Hsp70 displacement | Molecule
. | 0.3% | O=C(NCc1ccc(F)cc1)C1CCCN(S(=O)(=O)c2cccc3nsnc23)C1 (stereo not drawn)
-19% | . | COc1ccc(-c2nc(C#N)c(NCC3CCCO3)o2)cc1 (stereo not drawn)
-1% | -0.8% | O=C(NCCc1ccccc1)C1CCCN(C(=O)NC2CCCCC2)C1 (stereo not drawn)
15% | 14% | COCCCn1c2nc3ccccc3nc2c2c(=O)n(Cc3ccccc3Cl)cnc21
-2% | -0.1% | O=C(COC(=O)c1cnccn1)c1ccccc1
-6% | 4.2% | COc1ccc(S(=O)(=O)N[C@@H](CC(C)C)C(=O)O)cc1
10% | 3.0% | O=C(COC(=O)c1ccccc1)NCc1ccco1
-2% | 0.5% | Cc1onc(-c2ccccc2Cl)c1C(=O)N1CC(C)OC(C)C1 (stereo not drawn)
1% | 6.4% | CCC(C)(C)C1CCc2c(sc(NC(=O)c3cccnc3)c2C(N)=O)C1 (stereo not drawn)
2% | 7.3% | CCc1[nH]c(=O)c(C#N)c2c1CSC(C)(C)C2
3% | 0.1% | COc1ccc(OC)c(/C=C(\C#N)c2ccc([N+](=O)[O-])cc2)c1
0% | 5.3% | O=C(CN1C(=O)/C(=C/c2ccccc2F)SC1=S)Nc1ccccc1F
0% | -3.7% | CCN(CC)c1ccc(/C=C2/C(=O)NC(=O)N(c3ccccc3)C2=O)cc1
-4% | 5.9% | CCCn1c(SCC(=O)/C(C#N)=C(\C)N)n[nH]c1=O
-7% | 2.3% | CCOc1cc(/C=C(/C#N)c2ccc(F)cc2)ccc1OCc1ccc(C(=O)O)o1
-11% | -7.0% | CSCCC(NC(=O)c1cncc(Br)c1)C(=O)O (stereo not drawn)

Compound activity from PubChem.

Not all compounds are listed; rates above refer to the full screens.
